Source: PubChem
PRMT1 inh = blocks human protein arginine methyltransferase 1; hit rate 1.3% among 370,000; inhibition, % at 2.79 µM; Q99873; recombinant PRMT1, activity-based probe fluorescence polarization;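 active means inhibition above about 21% made by adding two undisclosed values, limit read from the data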
GC-A act = GC-A (human) enzyme activation; hit rate 0.14% among 370,000; activation, % at 10 µM; AID 1671463; HEK293 GC-A cells, cGMP TR-FRET, EC30 ANP; 0% at EC30 ANP, 100% saturating ANP; P16066; in the data active means activation above about 40%
HTRA1 inhibitor = HTRA1 (human) protease inhibition | inhibition, % at 5.96 µM | hit rate 0.5% among 340,000 | recombinant HTRA1, FP-rhodamine activity-based probe, fluorescence polarization | AID 504803; in the data active means inhibition above about 36%;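 further: 0% = enzyme with DMSO and 100% = wells lacking enzyme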
GC-B act = GC-B (human) receptor activation. HEK293-GC-B cells, CNP EC30, cGMP TR-FRET; 0% at EC30 CNP, 100% saturating CNP. activation, % at 10 µM. hit rate 0.11% among 370,000;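 active means activation at 10 µM reaching about 35% in either raw or pattern-adjusted values, limit read from the data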
TCR CD3 inh = inhibitors of human TCR-CD3 interaction | hit rate 0.37% among 360,000 | AID 651800 | TAMRA-labeled TCR probe fluorescence, biochemical | inhibition, % at 9.4 µM; in the data active means inhibition above about 19%;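 further: recombinant mutant TCR 2C K166C tagged with TAMRA read by polarization; 0% = receptor in buffer alone and 100% = receptor with positive control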
MBD2 inh = blocks human MBD2 binding to methylated DNA. Q9UBB5. TR-FRET, MBD2 binding to methylated oligonucleotide. inhibition, % at 4.4 µM. hit rate 0.31% among 370,000; in the data active means inhibition above about 13%
Target sequence (Q9UBB5 whole entry, looked up): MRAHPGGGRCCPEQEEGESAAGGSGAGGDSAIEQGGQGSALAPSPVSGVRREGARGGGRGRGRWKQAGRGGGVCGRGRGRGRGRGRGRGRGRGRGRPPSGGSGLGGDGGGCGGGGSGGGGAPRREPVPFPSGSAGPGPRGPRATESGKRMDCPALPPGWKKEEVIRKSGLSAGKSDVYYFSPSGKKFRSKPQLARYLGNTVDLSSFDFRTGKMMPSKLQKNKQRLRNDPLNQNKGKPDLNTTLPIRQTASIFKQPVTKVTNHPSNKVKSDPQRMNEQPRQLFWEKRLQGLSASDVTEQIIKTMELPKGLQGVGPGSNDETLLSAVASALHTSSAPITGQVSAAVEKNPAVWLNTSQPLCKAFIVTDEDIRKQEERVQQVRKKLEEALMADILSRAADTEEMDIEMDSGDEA
ABHD4 inh = ABHD4 (mouse) inhibition, primary FP screen. Q8VD66. inhibition, % at 8.92 µM. hit rate 0.54% among 370,000. AID 720543. purified mABHD4, FP-Rh probe fluorescence polarization;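 active means inhibition exceeding the mean over every tested compound plus 3 SD, cut at about 30% in these data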;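 further: 0% = plate median of compound wells and 100% = S159A mutant with DMSO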
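Doses – 8.92 µM, single dose · Material – wild-type mouse ABHD4 protein · Replication – single well per compound (singlicate) · Measure – percent inhibition of probe binding, normalized to plate controls · Schedule – 45 min compound pre-incubation plus 60 min probe step, 25 °C · Detection – fluorescence polarization with parallel and perpendicular emission, 525/598 nm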
SIAE inh = inhibitors of human sialic acid acetylesterase SIAE. inhibition, % at 9.66 µM. hit rate 0.69% among 370,000. SIAE FP-Rh probe binding, fluorescence polarization. Q9HAT2. AID 1053197;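 active means inhibition above a cutoff: mean of compounds within the control limits plus 3 SD of those, cut at about 17% in these data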;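 further: 0% = plate median of compound wells and 100% = probe without SIAE protein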
Target sequence (Q9HAT2 whole entry, looked up): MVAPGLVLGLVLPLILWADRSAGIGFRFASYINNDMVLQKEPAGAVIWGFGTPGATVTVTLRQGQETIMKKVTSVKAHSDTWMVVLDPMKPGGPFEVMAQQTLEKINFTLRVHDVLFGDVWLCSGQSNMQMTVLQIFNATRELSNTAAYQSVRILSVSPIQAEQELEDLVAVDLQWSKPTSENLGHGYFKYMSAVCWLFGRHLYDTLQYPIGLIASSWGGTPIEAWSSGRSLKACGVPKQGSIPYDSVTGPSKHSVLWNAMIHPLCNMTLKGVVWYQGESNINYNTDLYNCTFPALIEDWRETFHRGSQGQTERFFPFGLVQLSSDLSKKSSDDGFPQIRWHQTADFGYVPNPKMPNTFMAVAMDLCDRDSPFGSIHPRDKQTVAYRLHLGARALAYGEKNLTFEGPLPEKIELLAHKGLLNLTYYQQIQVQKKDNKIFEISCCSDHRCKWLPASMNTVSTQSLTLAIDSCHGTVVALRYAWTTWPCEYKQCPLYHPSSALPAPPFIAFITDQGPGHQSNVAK
UHRF1 binding = UHRF1 methyl-DNA binding inhibition; Q96T88; UHRF1 binding to methylated oligo, TR-FRET; inhibition, % at 4.4 µM; hit rate 0.75% among 370,000; in the data active means inhibition above about 21%;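 further: UHRF1 SRA domain binding a hemimethylated CpG hairpin DNA probe; 0% = median of test compound wells and 100% = reference inhibitor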
rCAG RNA binder = molecules binding r(CAG) RNA repeats | r(CAG) RNA repeat, TO-PRO-1 dye displacement fluorescence | inhibition, % at 3 µM | hit rate 1.3% among 370,000 | AID 651821;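 active means inhibition above the plate cutoff, the mean of all test compounds on that plate plus 3 SD, cut at about 35% in these data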;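 further: 0% = DMSO alone and 100% = 100 µM mitoxantrone as full dye displacement; higher means more dye released from RNA so lower well fluorescence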
The depositor's hits bear a star; nt = no result given. A portion of the library; rates above refer to the full screens.

SMILES	PRMT1 inh	GC-A act	HTRA1 inhibitor	GC-B act	TCR CD3 inh	MBD2 inh	ABHD4 inh	SIAE inh	UHRF1 binding	rCAG RNA binder
CCOc1ccc(NC(=O)C2CCCN2C(=O)NC2CCCCC2)cc1 (stereo unspecified)	4	2	1	-1	-8	-1	-6	0	4	0
COc1ccc(C[C@H]2CN3C(=NC[C@@H]3C(C)C)N2C[C@H](C)NC(=O)c2ccc(C)c(Br)c2)cc1	2	-5	0	-6	-6	-1	11	2	17	5
Cc1cc(NCc2ccccc2)n2ncnc2n1	-2	-2	-4	4	2	3	-2	-2	0	-2
COCOCCn1cc(CN2CCS(=O)(=O)N(Cc3ccc(-c4ccccc4)cc3)C(CC(C)C)C2=O)nn1 (stereo unspecified)	6	0	-22	-6	1	-3	-12	-5	0	5
CCOC(=O)c1sc2nc3c(cc2c1N)COC(C(C)C)C3 (stereo unspecified)	0	5	2	1	3	5	2	7	-2	-2
Cc1ccc(Nc2nnc(SCC(=O)NCC3CCCO3)s2)cc1 (stereo unspecified)	-4	-2	8	-2	7	-10	1	15	-2	5
COc1ccc(CCC(=O)NNC(=O)Nc2ccc(OC)c(OC)c2)cc1	6	1	4	0	-1	9	-7	-6	4	-5
COc1ccc(-n2nc(C(=O)NCC(=O)Nc3cc(Cl)c(OC)cc3OC)c3ccccc3c2=O)cc1	2	4	-3	5	2	0	3	-3	-2	0
CC1(C(=O)NS(=O)(=O)c2cccc(Cl)c2)CCN1C(=O)Cc1cccs1 (stereo unspecified)	1	4	nt	4	-1	3	1	-1	3	3
COc1cc(-c2c(-c3ccc4c(c3)OCO4)noc2-c2ccsc2)ccc1F	-2	-1	-6	10	6	-4	0	-5	3	1
CCN(C(=O)CSc1nnc2nc(C)cc(C)n12)c1ccccc1	-4	-2	-1	-1	7	0	4	-6	-1	-1
C=CCn1c(-c2cccc(S(=O)(=O)N(CC)CC)c2)n[nH]c1=S	-2	1	-1	1	5	-1	1	9	0	2
Cc1ccc(N2CC(C(=O)Nc3ccccc3OC(F)F)CC2=O)cc1 (stereo unspecified)	0	0	8	-6	-1	0	1	4	0	0
COC(=O)c1ccccc1NC(=S)N1CCN(c2ccccc2)CC1	-5	0	-1	4	4	-2	0	-1	0	1
CCCc1ccc(-c2cc(NC(=O)Cc3c(C)[nH]c4ccccc34)ccc2N(C)c2cccnc2)cc1	1	1	nt	4	-3	-1	37*	8	4	15
Cc1ccc(-c2noc(C3CCCN(C(=O)c4cccc([N+](=O)[O-])c4)C3)n2)o1 (stereo unspecified)	-4	0	-1	-2	-5	-1	-1	-6	-3	2
NC(CC(=O)OC1CCCCC1)C(=O)OC1CCCCC1 (stereo unspecified)	-2	-1	-3	-15	2	0	-3	9	2	-2
Cc1ccc(CCN2CC(C(=O)NCCN(C)C)CC2=O)cc1 (stereo unspecified)	-4	1	2	5	0	-5	1	-4	-1	-5
CCCCC(=O)Nc1ccc(NC(=O)c2ccco2)cn1	-1	0	3	3	-4	-7	-4	4	-2	-4
CC1(C)N=C(N)N=C(N)N1c1ccc(CCCCc2ccccc2)cc1	-1	6	8	1	-4	3	15	-5	2	9
C[C@H](CO)N1C[C@H](C)[C@@H](CN(C)Cc2cccc(C(F)(F)F)c2)OCc2cnnn2CCCC1=O	-2	2	-2	11	1	-8	-1	5	-4	-1
CCOC(=O)c1ccccc1NC(=O)COC(=O)CSc1ccccc1	-4	-2	-9	1	-3	3	-6	6	6	-4
Cc1csc(NC(=O)c2cc[n+]([O-])cc2)n1	-3	1	8	2	3	3	0	2	0	1
COc1ccc2[nH]c3c(c2c1)CCN1C(=O)N([C@@H](C)C(=O)NC2CC2)C(=O)[C@]31C	-4	2	3	3	6	-6	0	-2	-2	2
O=C1CCC(C(=O)N2CCCCO2)CN1CCc1ccccc1 (stereo unspecified)	-1	1	-9	-2	-2	-6	1	1	-3	-1
CCCCn1nnnc1C(c1ccccc1OC(F)(F)F)N1CCN(C/C=C/c2ccccc2)CC1 (stereo unspecified)	1	-6	nt	-2	-8	-5	0	12	-1	0
O=C(CC(=O)NCc1ccccc1)NCc1ccccc1	1	3	-3	-2	0	-7	4	-1	-1	0
CC(C)(C)CN1C(=O)C(=O)NC[C@@H]1Cc1ccc(O)cc1	0	-1	7	-2	3	1	1	-5	1	-1
COc1c(Cl)cccc1-c1cn2ccccc2n1	-5	0	1	-5	-2	-1	1	9	0	0
O=S(=O)(c1ccc(F)cc1)c1nc(-c2ccco2)oc1Nc1ccc(F)cc1	2	23	-27	23	5	4	-4	-1	1	6
CCOC(=O)N1CCN(CC(=O)c2ccc(O)c(C)c2O)CC1	-3	4	4	4	7	-6	-1	1	-1	-2
Cc1cc(Nc2cccc(C(=O)O)c2)n2ncnc2n1	2	-1	5	3	-9	-7	-2	-1	1	-4
CNC(=S)N(Cc1ccc(Cl)cc1)Cc1cccs1	0	-12	-13	-8	2	4	-11	0	4	0
c1ccc(SCc2nc3ccccc3[nH]2)nc1	-3	-4	-5	-1	11	-6	-2	2	-2	0
CN(c1ccc(C(=O)Nc2ccccc2C(=O)N2CCOCC2)cc1)S(C)(=O)=O	2	2	1	0	1	7	-3	4	2	-3
CN(C)c1cccc(C(=O)OCCNC(=O)c2cccc(S(=O)(=O)N3CCOCC3)c2)c1	3	7	1	0	-7	4	2	-2	0	9

Some of the entries so far, with values under each structure:
Below each compound – PRMT1 inh | GC-A act | HTRA1 inhibitor | GC-B act | TCR CD3 inh | MBD2 inh | ABHD4 inh | SIAE inh | UHRF1 binding | rCAG RNA binder
> COc1c(Cl)cccc1-c1cn2ccccc2n1
 : -5 | 0 | 1 | -5 | -2 | -1 | 1 | 9 | 0 | 0
> O=S(=O)(c1ccc(F)cc1)c1nc(-c2ccco2)oc1Nc1ccc(F)cc1
 : 2 | 23 | -27 | 23 | 5 | 4 | -4 | -1 | 1 | 6
> CCOC(=O)N1CCN(CC(=O)c2ccc(O)c(C)c2O)CC1
 : -3 | 4 | 4 | 4 | 7 | -6 | -1 | 1 | -1 | -2
> Cc1cc(Nc2cccc(C(=O)O)c2)n2ncnc2n1
 : 2 | -1 | 5 | 3 | -9 | -7 | -2 | -1 | 1 | -4
> CNC(=S)N(Cc1ccc(Cl)cc1)Cc1cccs1
 : 0 | -12 | -13 | -8 | 2 | 4 | -11 | 0 | 4 | 0

(next part)
SMILES	PRMT1 inh	GC-A act	HTRA1 inhibitor	GC-B act	TCR CD3 inh	MBD2 inh	ABHD4 inh	SIAE inh	UHRF1 binding	rCAG RNA binder
Cn1c(NC(=O)C2c3ccccc3Oc3ccccc32)cc(=O)n(C)c1=O	4	-2	-22	-5	-6	5	-20	-7	2	5
O=C(N/C=N/O)C(c1ccccc1)c1ncc(C(F)(F)F)cc1Cl (stereo unspecified)	6	-1	7	3	2	4	0	-1	-1	-1
CC(NS(=O)(=O)c1ccccc1)C(=O)NC1CCCC1 (stereo unspecified)	5	0	2	2	-3	4	2	3	1	6
O=C(c1cnc2n(c1=O)CCS2)N1CCN(c2ccccc2F)CC1	3	-2	0	4	1	0	2	-1	-1	3
CCOC(=O)c1cnc2c(Cl)cccc2c1NCCN(C)C	-3	1	2	1	4	-5	-4	5	1	-9
CCCS(=O)(=O)N1CCN(C(=O)c2ccco2)CC1	-2	0	4	5	5	4	2	2	4	-2
CCN(CC1COc2ccccc2O1)C(=O)CN1C(=O)NC(C)(c2ccc(C)cc2)C1=O (stereo unspecified)	-2	3	-2	4	0	1	-7	1	-2	-7
O=C(CSc1nc2ccccc2c(=O)n1NC(=O)c1ccccc1)c1ccc(Cl)cc1	-1	0	-30	3	18	0	-40	-12	0	22
Fc1ccc(CNc2cnccn2)cc1	0	0	1	4	-3	7	3	-7	3	2
CCCc1n[nH]c2c1C(=O)CC(C)(C)C2	-3	2	-2	7	-3	2	-1	-1	7	2
COc1ncccc1C(=O)N1CCCC(C(=O)c2cc(F)ccc2F)C1 (stereo unspecified)	0	2	4	2	1	-4	-4	6	3	-5
O=C(c1cc2ccccc2o1)N1CCN(S(=O)(=O)c2c(F)cccc2F)CC1	0	-3	-7	-2	-9	4	6	6	1	3
COc1cc(NC(=NS(=O)(=O)c2ccccc2)c2ccccc2)ncn1	0	1	-11	-2	-6	0	4	-2	-1	3
COCCCn1c(SCC(=O)N2CCc3ccccc32)nnc1-c1ccoc1C	4	-7	-1	1	-6	-3	-10	-4	5	7
CCOc1cc(C(=S)N2CCOCC2)ccc1OS(=O)(=O)c1ccccc1[N+](=O)[O-]	4	17	-5	8	-4	0	-6	1	6	10
COc1c2ccc(C(=O)NCc3cc(C(F)(F)F)cc(C(F)(F)F)c3)cc2nn1C	1	1	1	0	2	0	0	-3	1	-6
Cc1ccc(N(CC(=O)NC(C)(C)C)C(=O)CS(=O)CC(=O)Nc2ccc(F)cc2)cc1 (stereo unspecified)	-2	1	-1	5	1	1	-3	1	0	-9
COc1cc(/C=N/NC(=O)CN(Cc2ccccc2)S(=O)(=O)c2ccc3c(c2)OCCO3)ccc1O	2	1	-15	1	5	8	-10	10	-1	14
CCN(CC)S(=O)(=O)c1ccc(NC(=O)CSc2nnc(-c3ccc(F)cc3)o2)cc1	-1	-1	-2	-2	-5	6	-10	4	5	3
O=C(Cn1c(=O)oc2cccnc21)Nc1ccc(C(F)(F)F)cc1	-8	-2	nt	-9	-5	-3	4	7	3	0
CC(=O)c1ccc(OC(C)C)c(CN2CCCCC2)c1	-1	6	-2	-2	6	-2	2	3	1	-4
CC(NC(=O)c1cnccn1)c1ccc(S(N)(=O)=O)cc1 (stereo unspecified)	-7	0	5	7	7	-5	-2	-2	0	2
CCOC(=O)c1[nH]c(C)c(C(=O)NC(C)(C)C)c1C	0	-2	-3	5	4	3	-8	-5	2	0
Cc1ccc2c(c1)N(CC(=O)NC1CCCC1)C(=O)C(C)O2 (stereo unspecified)	-2	-3	-5	2	9	1	0	2	0	-1
CCOC(=O)CCSc1nc(C)c2cc(OC)ccc2n1	2	1	3	0	5	-1	-7	5	0	-5
CNC(=O)Nc1ccc(Cn2cc(C(F)(F)F)ccc2=O)cc1	-2	0	4	4	4	-2	4	-4	0	-2
O=C(CSc1n[nH]c(=O)[nH]c1=O)N/N=C/C=C/c1ccccc1	-4	1	5	2	-2	-3	-2	-4	1	2
CCNc1sc(S(C)(=O)=O)nc1S(=O)(=O)c1ccc(Cl)cc1	-3	-3	-6	4	-3	1	3	3	0	-3
Cc1cccc(C)c1N1C(=O)c2cccc([N+](=O)[O-])c2C1=O	0	-3	4	9	-2	0	6	-3	-1	-1
Cc1ccc2[nH]c(=O)c(CN(Cc3ccco3)C(=O)N3CCOCC3)cc2c1	-4	-7	3	-10	3	5	-3	4	16	-6
S=c1[nH]ncn1NCc1ccc(Cl)cc1Cl	6	-3	8	0	-8	2	0	0	2	-5
CN(C)Cc1c(C(=O)N/N=C/c2cccc(OCc3ccccc3)c2)nnn1-c1nonc1N	0	1	-3	1	5	0	9	-5	0	-1
COCCCNS(=O)(=O)c1ccc(OC)c(Cl)c1Cl	0	0	-1	5	2	-3	-1	6	-2	-4
O=C1CCC[C@H]2C[C@H](NCc3ccc(F)cc3F)CC[C@]23CCCN13	5	-1	nt	0	nt	2	1	0	-1	nt
O=C1c2ccccc2C(=O)N1CCCCN(C(=O)c1cc([N+](=O)[O-])cc([N+](=O)[O-])c1)c1ccc(Cl)cc1	0	-2	-2	-3	4	-2	9	-7	0	1
O=C(COC(=O)c1n[nH]c2ccccc12)NC(=O)NCc1ccco1	6	-1	-13	-1	2	-5	-30	-9	5	9
